# mHtt clearance = clearance of mutant huntingtin inclusions, primary screen, imaging, HeLa Exon1htt(103Q)mCFP, confocal imaging; inhibition, % at 1.5 µM; hit rate 0.42% among 47,000; AID 853, 2007; aggregate imaging; zero = plate's median compound well;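 active = inhibition of aggregate fluorescence above about 70%, also judged a hit by eye on the cell image, limit read from the data, passing the limit was not always enough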;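 note: cells exposed to compound for three days before fixation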
# mHtt clearance grain fraction = second read-out of mHtt clearance, no call of its own (marks repeat the call); fraction fluorescence in grains; measured here: aggregate grain fluorescence fraction; hits give low values;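 scaled fraction of total cell fluorescence in grains with unit not stated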
# * hit, by the source's call. Some of the compounds tested, so the mix of outcomes need not match the whole.
mHtt clearance | mHtt clearance grain fraction | structure
-51.9 | 42.4 | O=C(c1ccc(Cl)cc1)c1cn[nH]c1-c1ccccc1O
4.1 | 29.5 | CCOc1ccc(-c2nnc(SCc3nnc(-c4ccccc4)o3)n2-c2ccccc2F)cc1
-21.8 | 44.2 | COc1ccc(NC(C)=O)cc1NC(=O)CN1CCN(S(=O)(=O)c2ccc(C(C)C)cc2)CC1
46.1 | 21.5 | CC(Sc1ccc2ccccc2n1)C(=O)O (stereo not given)
-62.7 | 31.3 | COC(=O)c1ccccc1S(=O)(=O)N(CCCO)Cc1cc2c(C)ccc(C)c2[nH]c1=O
37.8 | 21.2 | COc1ccc(-c2ccc(SCC(=O)NCc3ccco3)nn2)cc1
42.3 | 21.2 | O=C(CC12CC3CC(CC(C3)C1)C2)NCO
23.4 | 28.1 | O=C(c1ccc(F)cc1)C1CCN(C(=O)N2CCOCC2)CC1
-32.3 | 62.2 | C#CCn1c(=NC(=O)c2ccc(Cl)s2)sc2cccc(OC)c21
-43.8 | 49.5 | O=C(c1csc2c1CCCC2)N1CCN(c2ccccc2)CC1
-87.9 | 36 | O=C(c1ccccc1)N(c1ccccc1)C1C=CS(=O)(=O)C1 (stereo not given)
-23.4 | 43.6 | COCCn1nnnc1C(c1cccs1)N1CCN(c2nc3ccccc3s2)CC1 (stereo not given)
42.9 | 19.8 | Clc1cccc(Nc2c3c(nc4ncnn24)CCC3)c1
-30.2 | 22.6 | CCN(CCCNC(=O)CCn1c(=O)[nH]c2ccccc2c1=O)c1ccccc1
-15.0 | 24.5 | COc1ccc(N2CCN(Cc3nc(-c4ccc(Cl)cc4Cl)no3)CC2)cc1

# Additional structures:
mHtt clearance | mHtt clearance grain fraction | structure
24.6 | 27.4 | CC(C(=O)N1CCN(C=O)CC1)N1C(=O)c2ccccc2C1=O (stereo not given)
8.6 | 18.4 | CCSc1cc(C2C(C#N)=C(N)OC(C)=C2C(=O)OC)c(C)o1 (stereo not given)
-50.2 | 35.5 | Cn1c(=O)cc(OCC(=O)Nc2ccccn2)c2ccccc21
22.6 | 32.5 | Cc1ccc(-c2noc(CCCN3C(=O)c4ccccc4C3=O)n2)cc1
-47.4 | 56.1 | O=C(CSc1nc2c(cnn2-c2ccc(F)cc2)c(=O)[nH]1)N1CCCc2ccccc21
7.1 | 28.6 | CCn1c(C)nc2cc(C(=O)n3cc(C(=O)c4ccccc4O)cn3)ccc21
-29.7 | 44.3 | CC(C)(CSc1nncn1/N=C/c1ccco1)NS(=O)(=O)c1ccc(Cl)cc1
32.9 | 14.7 | OCCN1CCN(CCSc2ccccc2)CC1
-4.8 | 20.3 | CCOC(=O)CSc1nc2ccccc2c(=O)n1CCN1CCOCC1
-7.8 | 46.7 | CSc1nc(NCc2ccco2)c2sc3nc(C(C)C)c4c(c3c2n1)CC(C)(C)OC4
40.1 | 11.2 | CCOC(=O)c1c(NC(=O)CSc2nnc(CN3CCOCC3)n2C)sc2c1CCCC2
4.8 | 16.4 | Cc1cccc(-c2noc(Cc3ccc(Cl)cc3)n2)c1
-44.5 | 51.9 | O=C(NCC1CCCO1)NC1(C(F)(F)F)Oc2ccccc2O1 (stereo not given)
18.4 | 15 | O=C(c1ncn[nH]1)N1CCN(c2nc(-c3ccccc3)cs2)CC1
-11.7 | 20.9 | Cc1c(C(=O)N2CCCC2)sc(NC(=O)c2ccco2)c1C#N

# (next part)
mHtt clearance | mHtt clearance grain fraction | structure
23.1 | 13.7 | C=CCNC(=O)NC(=O)COC(=O)c1cccnc1SC
-8.6 | 22.3 | O=C(O)c1ccc2cccc(Cl)c2c1O
-35.9 | 51.8 | CCN(CC)C(=O)Oc1ccc(Cl)c2ccccc12
-38.1 | 29.2 | c1ccc(-c2nn3c(Cn4nnc5ccccc54)nnc3s2)cc1
37.8 | 12.3 | O=C1c2ccccc2C(=O)N1CC1c2ccccc2CCN1C(=O)C1CCCCC1 (stereo not given)
43.1 | 17.5 | N#Cc1c(NC(=O)CSc2ncnc3c2cnn3-c2ccccc2Cl)sc2c1CCCC2
3.0 | 32.4 | CCOC(=O)CSc1nnc(Cn2c(=O)sc3ccccc32)n1C
10.7 | 30.8 | Cc1ccc(-c2csc3ncn(/N=C/N(C)C)c(=O)c23)o1
-15.8 | 39.4 | Cc1cc(=S)n(-c2ccccc2)n1C
-7.9 | 21.3 | O=C(c1cnn2c(C(F)(F)F)cc(-c3ccco3)nc12)N1CCc2ccccc2C1
-4.0 | 35.2 | Cc1nc2sc(C(c3ccccc3)N3CC(C)OC(C)C3)c(O)n2n1 (stereo not given)
0.9 | 19.3 | COc1ccc(OC)c(NC(=O)CSc2nnc(-c3ccco3)n2-c2ccccc2)c1
-27.6 | 21.2 | C=CCn1c(N2C(=O)CC(Cc3ccccc3)C2=O)nc2ccccc21 (stereo not given)
-3.7 | 35.4 | CSc1nsc(SCC(=O)Nc2ccccn2)n1
-6.3 | 31.1 | CCc1ccc(-c2ccc(C(=O)C(F)(F)F)[nH]2)cc1

# New compounds follow.
mHtt clearance | mHtt clearance grain fraction | structure
-32.9 | 52.5 | Cc1cc(NC(=O)COC(=O)[C@H](C)NC(=O)c2ccccc2)no1
46.3 | 20.6 | CCC(Sc1nc(C)cc(C)n1)C(=O)O (stereo not given)
4.0 | 36.1 | Cc1nc(C)c(-c2csc(NCCc3ccccc3)n2)s1
-34.8 | 53.3 | COc1ccc(C2CC(c3c(-c4ccccc4)c4cc(Cl)ccc4[nH]c3=O)=NN2S(C)(=O)=O)cc1OC (stereo not given)
-44.3 | 30.5 | CCOC(=O)C1C(=O)NC(N2CCOCC2)=NC1c1ccco1 (stereo not given)
-1.4 | 35.8 | O=C(CSc1ncn[nH]1)NCCOc1ccccc1
31.5 | 12 | COc1ccc(OC)c(S(N)(=O)=O)c1
31.4 | 12.9 | COc1ccc(OC)c(C(=O)c2ccccc2)c1
-23.9 | 20.6 | CN(Cc1ccccc1)C(=O)CNC(=O)Cn1cnc2ccccc2c1=O
-22.1 | 50 | O=C(c1ccc(Br)o1)N1CCN=C1SCc1cccc(F)c1
-10.9 | 19.7 | CC1(C)CC(=O)C(C2C3=C(CC(C)(C)CC3=O)Oc3ccccc32)=C(O)C1 (stereo not given)
-26.9 | 23.6 | O=S(=O)(Nc1ccc(S(=O)(=O)N2CCCCC2)cc1)c1cccs1
43.6 | 24.9 | Cn1c(=O)cc(SCC(=O)N2CCN(C(=O)c3ccco3)CC2)c2ccccc21
73.3* | 10.7* | COc1ccc2c(C)cc(N3CCOCC3)nc2c1
-51.5 | 59.9 | O=C1c2ccccc2CN1CCNS(=O)(=O)c1ccc2ccccc2c1

# Next entries
mHtt clearance | mHtt clearance grain fraction | structure
3.5 | 18.9 | c1ccc2c(c1)OCC(c1nnc3sc(-c4ccc5c(c4)OCO5)nn13)O2 (stereo not given)
53.3 | 8.39 | Cc1ccc(CC(=O)Nc2cccc(C)n2)cc1
71.9* | 6.16* | O=C(COC(=O)CCCN1C(=O)c2ccccc2C1=O)Nc1ncc(Cl)cc1Cl
0.7 | 19 | Cn1ccnc1SCC(=O)c1ccc(Br)cc1
-10.1 | 42 | O=C(NC1(C(F)(F)F)NC(=O)N(CC2CCCCC2)C1=O)c1ccco1 (stereo not given)
11.6 | 39 | Cc1nc(CNS(=O)(=O)c2ccc3c(c2)OCCO3)cs1
24.4 | 36.5 | Cn1c(=O)oc2cc(S(=O)(=O)NCCN3CCN(c4ccccc4F)CC3)ccc21
-0.3 | 52.2 | COc1ccc(C(=O)Nc2cc(C)c3c(=O)oc4ccccc4c3n2)cc1
-35.6 | 41.9 | Cc1cc(Nc2ccc(C(=O)O)cc2)n2nc(C)nc2n1
22.1 | 26.6 | CCCn1c(SCC(=O)Nc2cccc(C(=O)OC)c2)nnc1-c1cccnc1
44.6 | 21.9 | COc1ccc(/C=N/n2c(SC)nnc(C(C)(C)C)c2=O)c(OC)c1
34.4 | 11.9 | CS(=O)(=O)N1CCC(C(=O)N2CCC(Cc3ccccc3)CC2)CC1
52.0 | 8 | O=S(=O)(Nc1cccnc1)c1cc(Cl)ccc1Cl
22.4 | 14.3 | CCCNC(=O)N1CCN(S(=O)(=O)c2ccc(C)c(C)c2)CC1
20.4 | 27.9 | Cc1ccc(S(=O)(=O)Nc2nc3ccccc3nc2NCc2ccco2)cc1C

# Other structures.
mHtt clearance | mHtt clearance grain fraction | structure
-6.7 | 19 | COC(=O)c1ccccc1NC(=O)c1ccc2c(c1)OCCO2
-6.0 | 38.4 | CCC(=O)N1CN(S(=O)(=O)c2ccc(C)cc2)CC1C (stereo not given)
-56.8 | 48.5 | Cc1ccc(CCNC(=O)C2CCCN2S(=O)(=O)c2ccc3c(c2)CCC(=O)N3)cc1 (stereo not given)
-52.4 | 29.6 | Cc1ccc(OCC(=O)OCC(=O)c2c(N)n(C)c(=O)n(C)c2=O)cc1C
57.5 | 7.56 | CCN(CC)C(=O)C1CCCN(Cc2sccc2C)C1 (stereo not given)
-77.8 | 72.8 | CCOC(=O)N1CCC(Nc2c(NCCN3CCN(c4ccccc4F)CC3)c(=O)c2=O)CC1
14.9 | 28.4 | COc1ccccc1NC(=O)NCCCN1CCN(c2cccc(Cl)c2)CC1
-19.1 | 26.1 | Cc1ccc(C)n1-c1cccc(N)c1
40.0 | 22.3 | COc1ccccc1-c1cc(C(F)(F)F)nc(N2CCOCC2)n1
1.4 | 36.2 | O=C(CCCN=C1NS(=O)(=O)c2ccccc21)OCC(=O)N1CCc2ccccc21
61.5 | 7.09 | Cn1cc(Cl)c(C(=O)Nc2cccc(Cl)c2Cl)n1
9.1 | 27.7 | O=c1c2c(n3nnnc3n1-c1ccccc1)-c1ccccc1CC21CCCC1
-27.4 | 24.4 | COc1ccc(OC)c(C(=O)c2nc3c(n2O)CCCCC3)c1
58.3 | 13.8 | O=C(CCCCn1c(=O)[nH]c2ccccc2c1=O)N1CCN(c2cccc(C(F)(F)F)c2)CC1
-47.9 | 46.9 | Cc1cccc(N2C(=O)CC(N3CCN(c4ccccc4)CC3)C2=O)c1 (stereo not given)

# New compounds follow:
mHtt clearance | mHtt clearance grain fraction | structure
18.0 | 34.5 | COc1ccc(CCN2C(=O)c3ccncc3C2=O)cc1OC
5.3 | 41.1 | N#CC1=C(N)OC2=C(C(=O)CC(c3ccco3)C2)C1c1ccc(OCc2c(F)cccc2Cl)cc1 (stereo not given)
-14.4 | 38.3 | COc1ccc(OC)c(S(=O)(=O)N2CCC(C(=O)NCc3ccccc3)CC2)c1
68.3 | 6.95 | C1CCN(c2nc3nonc3nc2N2CCCC2)C1
12.2 | 17.1 | COc1ccc(OC)c(S(=O)(=O)Nc2ccccc2SC)c1
-137.2 | 45.9 | COc1ccc(C(=O)Nc2ccccc2N2CCN(C(=O)C(C)C)CC2)cc1Cl
17.8 | 33.1 | CC(NC(=O)C1C(=O)N(CCO)C2(C)CC1c1ccccc1O2)c1ccccc1 (stereo not given)
-64.0 | 27 | COc1ccc(S(=O)(=O)Nc2ccccn2)cc1OC
-69.6 | 40 | COC(=O)C1CCN(C(=O)c2cc3ccccc3oc2=O)CC1
0.9 | 27.6 | COC(=O)CSc1nc2ncccc2[nH]1
-11.7 | 41 | O=C(Cn1ccc2ccccc2c1=O)N1CCN(c2cccc(Cl)c2)CC1
-2.5 | 47.5 | CCOC(=O)N1CCC2(O)CCCCC2C1c1ccc(F)cc1 (stereo not given)

# Part of the list above in order of molar mass, smallest number first.
mHtt clearance | mHtt clearance grain fraction | structure
-19.1 | 26.1 | Cc1ccc(C)n1-c1cccc(N)c1
0.9 | 27.6 | COC(=O)CSc1nc2ncccc2[nH]1
68.3 | 6.95 | C1CCN(c2nc3nonc3nc2N2CCCC2)C1
57.5 | 7.56 | CCN(CC)C(=O)C1CCCN(Cc2sccc2C)C1 (stereo not given)
61.5 | 7.09 | Cn1cc(Cl)c(C(=O)Nc2cccc(Cl)c2Cl)n1
18.0 | 34.5 | COc1ccc(CCN2C(=O)c3ccncc3C2=O)cc1OC
-69.6 | 40 | COC(=O)C1CCN(C(=O)c2cc3ccccc3oc2=O)CC1
-27.4 | 24.4 | COc1ccc(OC)c(C(=O)c2nc3c(n2O)CCCCC3)c1
-2.5 | 47.5 | CCOC(=O)N1CCC2(O)CCCCC2C1c1ccc(F)cc1 (stereo not given)
40.0 | 22.3 | COc1ccccc1-c1cc(C(F)(F)F)nc(N2CCOCC2)n1
-47.9 | 46.9 | Cc1cccc(N2C(=O)CC(N3CCN(c4ccccc4)CC3)C2=O)c1 (stereo not given)
9.1 | 27.7 | O=c1c2c(n3nnnc3n1-c1ccccc1)-c1ccccc1CC21CCCC1
-52.4 | 29.6 | Cc1ccc(OCC(=O)OCC(=O)c2c(N)n(C)c(=O)n(C)c2=O)cc1C
-11.7 | 41 | O=C(Cn1ccc2ccccc2c1=O)N1CCN(c2cccc(Cl)c2)CC1
17.8 | 33.1 | CC(NC(=O)C1C(=O)N(CCO)C2(C)CC1c1ccccc1O2)c1ccccc1 (stereo not given)
14.9 | 28.4 | COc1ccccc1NC(=O)NCCCN1CCN(c2cccc(Cl)c2)CC1
-137.2 | 45.9 | COc1ccc(C(=O)Nc2ccccc2N2CCN(C(=O)C(C)C)CC2)cc1Cl
-14.4 | 38.3 | COc1ccc(OC)c(S(=O)(=O)N2CCC(C(=O)NCc3ccccc3)CC2)c1
1.4 | 36.2 | O=C(CCCN=C1NS(=O)(=O)c2ccccc21)OCC(=O)N1CCc2ccccc21
58.3 | 13.8 | O=C(CCCCn1c(=O)[nH]c2ccccc2c1=O)N1CCN(c2cccc(C(F)(F)F)c2)CC1
5.3 | 41.1 | N#CC1=C(N)OC2=C(C(=O)CC(c3ccco3)C2)C1c1ccc(OCc2c(F)cccc2Cl)cc1 (stereo not given)

# High-throughput results from PubChem.
